# SRC3 inh: SRC3 coactivator transcriptional activity inhibitors, primary screen, cell-based, luminescence; HEK293 GAL4-SRC3 luciferase reporter; inhibition, % at 3.6 µM; 360,000 tested, 0.17% active;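 active means inhibition above a per-campaign cutoff, the mean of all compounds plus 3 SD, cut at about 60% in these data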;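 further: 0% = DMSO-treated cells and 100% = gossypol-treated cells at 36 µM; higher means less SRC3-driven luciferase light from the GAL4 reporter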
# Shn3 3UTR inh: reduction of Shn3 3'UTR firefly luciferase signal, primary screen, Schnurri-3 inhibitor project, cell-based, Clone20 osteoblasts, set 2. Clone20 osteoblast Shn3 3'UTR firefly luciferase, 24 h. inhibition, % at 12.5 µM. 360,000 tested, 0.52% active;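 active means mean inhibition of at least 75% with every replicate also reaching 75%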;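 further: 0% = median of neutral control wells and 100% = pilot-screen positive control compound; some compounds past the cut are filed as inactive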
# SRC1 inh: SRC1 coactivator transcriptional activity inhibitors, primary screen, cell-based, luminescence; Nuclear receptor coactivator 1 (Homo sapiens), Q15788; HEK293 GAL4-SRC1 luciferase reporter; inhibition, % at 3.6 µM; 360,000 tested, 0.12% active;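 active means inhibition above the campaign mean plus 3 SD, with each screening campaign given its own cutoff, cut at about 60% in these data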;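 further: 0% = DMSO treated cells and 100% = gossypol at 36 µM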
# Target sequence (Q15788 whole entry, looked up, the tested form may be a part): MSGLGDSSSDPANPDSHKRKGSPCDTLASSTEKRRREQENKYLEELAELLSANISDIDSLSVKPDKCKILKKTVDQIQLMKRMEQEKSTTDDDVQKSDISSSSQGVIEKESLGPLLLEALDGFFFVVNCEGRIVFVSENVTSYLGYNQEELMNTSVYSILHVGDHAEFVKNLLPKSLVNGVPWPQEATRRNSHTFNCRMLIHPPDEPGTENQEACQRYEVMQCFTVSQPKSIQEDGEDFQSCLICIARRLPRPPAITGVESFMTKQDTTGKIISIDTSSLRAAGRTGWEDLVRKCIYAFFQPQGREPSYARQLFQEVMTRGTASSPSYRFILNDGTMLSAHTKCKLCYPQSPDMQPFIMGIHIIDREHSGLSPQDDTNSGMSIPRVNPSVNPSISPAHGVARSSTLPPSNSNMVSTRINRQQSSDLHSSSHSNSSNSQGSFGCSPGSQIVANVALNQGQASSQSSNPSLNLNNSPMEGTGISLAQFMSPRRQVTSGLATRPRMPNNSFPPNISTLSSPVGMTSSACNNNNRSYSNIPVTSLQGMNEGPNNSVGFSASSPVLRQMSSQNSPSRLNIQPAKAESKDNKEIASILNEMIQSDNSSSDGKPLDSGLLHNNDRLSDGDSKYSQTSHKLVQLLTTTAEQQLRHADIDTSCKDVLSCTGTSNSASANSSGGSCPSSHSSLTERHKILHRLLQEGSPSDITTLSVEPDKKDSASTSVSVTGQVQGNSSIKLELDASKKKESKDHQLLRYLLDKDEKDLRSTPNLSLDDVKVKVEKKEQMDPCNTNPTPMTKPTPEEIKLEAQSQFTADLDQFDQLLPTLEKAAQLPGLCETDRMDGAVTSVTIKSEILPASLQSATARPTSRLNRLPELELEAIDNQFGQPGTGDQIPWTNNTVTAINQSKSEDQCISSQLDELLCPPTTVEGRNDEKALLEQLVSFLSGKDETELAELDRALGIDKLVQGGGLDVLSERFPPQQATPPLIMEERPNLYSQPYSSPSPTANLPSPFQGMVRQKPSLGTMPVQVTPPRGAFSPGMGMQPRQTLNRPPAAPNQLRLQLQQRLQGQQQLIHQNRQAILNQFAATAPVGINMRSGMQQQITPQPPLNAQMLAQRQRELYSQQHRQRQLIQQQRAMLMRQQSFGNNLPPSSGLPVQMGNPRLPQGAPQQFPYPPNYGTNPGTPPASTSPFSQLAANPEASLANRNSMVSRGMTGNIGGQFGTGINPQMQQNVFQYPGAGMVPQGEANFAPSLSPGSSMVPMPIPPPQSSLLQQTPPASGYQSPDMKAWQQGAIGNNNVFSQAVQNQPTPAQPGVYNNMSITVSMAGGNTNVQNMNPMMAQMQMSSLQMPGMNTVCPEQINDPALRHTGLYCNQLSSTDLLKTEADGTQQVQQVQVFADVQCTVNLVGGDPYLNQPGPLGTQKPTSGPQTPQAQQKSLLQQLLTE
# KKLEB tox: cytotoxicity in KKLEB CF airway cells, primary screen, cytotoxicity control for CF NF-kB inhibitor project, cell-based, uHTS, fluorescence assay plates. 360,000 tested, 0.36% active. KKLEB CF airway cells viability, ATPlite luminescence, overnight; stronger effect = lower value; cells stimulated with P. aeruginosa culture filtrate. AID 602141, 2011. activity change (cytotoxicity), % at 5 µM;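 active means corrected activity change at or below -50% at 5 µM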
# LMP1 NFkB inh: EBV LMP1-driven NF-kappaB luciferase reporter inhibitors, primary screen, cell-based, luminescence, single point | 350,000 tested, 0.69% active | LMP1-induced NF-kappaB luciferase reporter cells | inhibition, % at 12.5 µM; in the data active means inhibition above about 41%;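 further: 0% = neutral control wells and 100% = reference inhibitor control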
# TRAIL sens C8: viability loss with TRAIL in NB7+C8 cells, primary screen, TRAIL sensitizer project, cell-based, ATPlite luminescence. 360,000 tested, 1% active. inhibition (viability loss, TRAIL sensitization), % at 10 µM;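 active means compounds causing at least 50% loss of cell viability in the single-dose screen, relative to plate controls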
# TROY signal inh: inhibitors of TROY-driven NF-kB signaling, primary screen, Q293 LMP1-TROYcd cells, NF-kB luciferase, uHTS; inhibition, % at 10 µM; 360,000 tested, 0.98% active; AID 1347056, 2019; Q293 LMP1-TROYcd NF-kB luciferase reporter, 4 h;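 active means compounds whose plate-normalised and pattern-corrected inhibition of the luciferase reporter signal at the single screening dose is 50% or more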
# TWEAK Fn14 block: inhibitors of TWEAK-Fn14 signaling, primary screen, luciferase reporter cells, uHTS; TWEAK-stimulated Fn14 reporter cells, luciferase luminescence, 8 h; inhibition, % at 10 µM; 360,000 tested, 2% active; AID 1159606, 2016; in the data active means inhibition above about 50%
# CF NFkB block: inhibitors of PAF-induced NF-kB signaling, primary screen, cell-based, GFP fluorescence, uHTS; KKLEB NF-kB-GFP reporter, GFP fluorescence overnight; 360,000 tested, 0.86% active; inhibition, % at 5 µM; AID 588850, 2011;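 active means at least 50% inhibition at 5 µM, scaled per plate between neutral and stimulator controls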;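 further: PAF is a Pseudomonas aeruginosa culture filtrate used as stimulus; plate controls were PAF-stimulated DMSO wells for no effect and unstimulated DMSO wells for full effect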
# NR2F2 inh: NR2F2 transcriptional activity inhibitors, primary screen, cell-based, luciferase reporter, HEK293T, luminescence. COUP transcription factor 2 (Homo sapiens), P24468. HEK293T NGFI-A luciferase reporter. inhibition, % at 8.6 µM. 370,000 tested, 0.7% active;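 active means inhibition above a per-plate cutoff, mean inhibition of test wells between control levels plus 3 SD, cut at about 38% in these data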;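 further: cells cotransfected with COUP-TFII expression vector driving the NGFI-A reporter; 0% = median of COUP-TF2 test wells and 100% = reporter-only cells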
# NR5A2 inv ag: LRH-1 (NR5A2) inverse agonists, primary screen, cell-based, luminescence, HEK293T, StAR-luciferase reporter. LRH-1 transfected, 24 h. inhibition, % at 3.6 µM. 360,000 tested, 0.13% active. AID 602396, 2012;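 active means inhibition above the mean inhibition of all tested compounds plus 3 SD, cut at about 73% in these data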;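 further: 0% = DMSO wells and 100% = reporter-only cells lacking LRH-1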
# Active calls of the source: *; . = not tested or not shown. Not all compounds are listed; count on the stated rates, not on these rows.
SMILES,SRC3 inh,Shn3 3UTR inh,SRC1 inh,KKLEB tox,LMP1 NFkB inh,TRAIL sens C8,TROY signal inh,TWEAK Fn14 block,CF NFkB block,NR2F2 inh,NR5A2 inv ag
CCCOc1ccc(C2=NNC(c3cccs3)=Nc3ccc(OC)cc32)cc1,-51,-22,-66,8,-4,6,-24,-6,-5,-18,-119
CCNC(=O)NC(=O)C(C)OC(=O)[C@H](C)NS(=O)(=O)c1c(C)c(C)cc(C)c1C (stereo partly specified),-3,-4,12,-2,3,-16,4,-11,-12,4,2
COc1ccc(/C(C)=N\NC(=O)c2ccc(-c3ccccc3)cc2)c(F)c1,-6,11,4,4,4,33,-19,3,4,-27,0
C#Cc1ccc(CN2CCN(Cc3ccsc3)C(CCO)C2)cc1 (stereo unspecified),15,-24,6,5,6,1,8,9,-15,0,2
COc1ccccc1C=C(C(=O)c1ccccc1)c1ccccc1,4,-10,8,-11,.,-6,-1,7,16,-1,-7
COc1ccc(C(=O)C2CCCN(Cc3sc(N4CCCC4)nc3Cl)C2)c(OC)c1 (stereo unspecified),-1,80,-16,1,14,3,24,16,2,22,31
CCn1c(SCC(=O)OC)nnc1-c1ccc(C)cc1,10,-3,-23,12,4,-26,-17,30,4,-4,11
CC1=Nn2c(nnc2-c2n[nH]c3c2CCC3)SC1,4,-1,-15,7,2,15,14,-16,-2,4,-11
Cc1cc(/C=N/n2cnnc2)c(C)n1-c1ccc2c(c1)OCO2,-12,-1,-9,-7,-2,0,-37,-13,11,0,24
Nc1nc(SCC(=O)c2c(N)n(Cc3ccccc3)c(=O)[nH]c2=O)n[nH]1,5,7,3,12,2,3,1,5,-10,2,-1
CCC(=O)N1CCc2cc(Br)cc(S(=O)(=O)CCC(=O)NCc3ccco3)c21,-17,22,-30,3,-10,-7,-23,-5,3,.,0
CC(=O)NC12CC3CC(C1)CC(C(=O)N1CCN(S(=O)(=O)c4cccc([N+](=O)[O-])c4)CC1)(C3)C2,16,-6,2,-19,-5,19,14,0,9,-1,13
O=c1[nH]c(=S)[nH]c2c1C(c1ccc(F)cc1)OC(CCC(F)(F)F)C2 (stereo unspecified),21,1,7,-26,.,-12,18,11,7,-7,33
CC1(C)OC(=O)C(=Cc2ccc[nH]2)C(=O)O1,-10,-3,-25,0,1,-24,4,10,-13,14,-2
COc1cc(C(=O)OCC(=O)Nc2ccc(OC(F)F)cc2)cc(OC)c1OC,0,12,21,5,-9,5,-6,4,1,8,15
COC(=O)C1C2C=CC3(CN(Cc4cccs4)C(=O)C13)O2 (stereo unspecified),14,8,0,-1,-1,-3,-2,-5,-17,8,3
CC1CCC(NC(=O)CCNC(=O)c2ccccc2)CC1 (stereo unspecified),5,2,1,9,6,-3,-8,0,-28,-4,3
Cn1ccsc1=NC(=O)c1ccc(Cl)c([N+](=O)[O-])c1,-29,-60,-26,4,-30,-9,-27,-10,-3,-27,-15
COc1cccc(CC2(CO)CCN(Cc3ccc4cccc(F)c4n3)CC2)c1,-6,9,-15,-14,1,-1,7,-15,11,3,10
Cc1cc(Cl)ccc1C(O)c1ncc(-c2ccccc2C(F)(F)F)[nH]1 (stereo unspecified),13,2,-18,-7,.,-4,2,8,3,-2,0
O=C1C(=O)N(CCS(=O)(=O)c2ccccc2)c2ccccc21,-11,-1,6,15,1,3,12,14,-12,-3,7
CC(C)(C)OC(=O)N1CCN(C(=O)c2[nH]cnc2C(=O)Nc2nccs2)CC1,-9,2,-3,-33,-2,-7,-8,-3,5,-12,-5
CCOc1cccc(/C=N/Nc2nc(N3CCCC3)nc(N3CCCC3)n2)c1O,2,24,-17,-2,-20,16,21,22,-5,-9,3
CCN(CC)c1ccc(/C=N/NC(=O)c2ccccn2)cc1,-68,.,-98,-20,0,65*,8,21,7,-41,-79
O=C(Nc1ccccc1C(=O)NCC1CCCO1)c1ccc(Cl)cc1Cl (stereo unspecified),-23,8,-7,2,-7,-3,9,19,18,11,1
CCOc1ccc(CCNC(=O)C2CCN(S(=O)(=O)N3CCCCC3)CC2)cc1OCC,7,2,-5,0,18,-2,-12,-9,8,-9,1
Cc1ccc(NC(=O)C(OC(=O)c2ccccc2Cl)c2ccccc2)cc1Cl (stereo unspecified),20,-5,-9,0,-1,1,7,-19,7,-19,1
COc1cc2c(cc1OC)C(c1ccc(-c3ccc(Cl)c(Cl)c3)o1)=NCC2,31,68,17,-31,13,23,47,75*,-8,51*,23
CCc1c(-c2ccccc2)nc2nc(C)c(C)nn12,1,-29,-20,-7,6,11,4,-26,-13,7,-18
CCCCNC(=S)NNC(=O)c1csc(C)c1C,-5,-23,1,-10,6,9,-9,-7,16,7,-26
Cc1oc(-c2cccs2)nc1CS(=O)CC(=O)NCCc1ccccc1 (stereo unspecified),-14,-13,2,-5,0,-13,-31,-27,-3,-1,-3
CCOC(=O)C1=C(COC(=O)/C=C/c2ccccc2)NC(=O)NC1C (stereo unspecified),-14,2,-26,-15,3,4,-20,1,-4,-23,-35
CC1Sc2ccc(Cl)cc2-c2nc(N)ncc21 (stereo unspecified),38,-28,27,-24,-2,-3,36,42,66*,27,-3
COc1cc(/C=C/c2ccc3cccc(O)c3n2)ccc1O,-72,22,-80,1,6,15,-58,-25,-40,-41,-112
Cc1ccc(C(=O)Nc2ccc(Oc3cccc(C(F)(F)F)c3)nc2)cc1,23,22,13,1,29,37,15,1,-4,1,9
CCO/C(C)=C1\C(=O)Nc2ccccc21,23,-3,4,6,-8,-3,9,26,0,-5,25
CCn1cc(C(=O)NCCC(C)C)c(=O)c2cc(S(=O)(=O)N3CCCCC3)ccc21,11,31,21,5,3,14,9,-14,-9,.,-28
CCOC(=O)c1c(C)[nH]c(C(=O)Cn2c(=O)c3c(ncn3CC)n(Cc3ccccc3)c2=O)c1C,-2,7,-9,1,18,11,2,2,26,9,-12
COc1ccc(COC(=O)CCN=C2NS(=O)(=O)c3ccccc32)cc1F,2,-5,-2,-6,-3,-36,10,-9,0,-11,29
COCCNC(=S)N1CCC(Cc2ccccc2)CC1,5,9,6,-8,-1,-2,4,-10,12,14,-4
Cc1ccccc1OCc1nnc(SCC(=O)Nc2ccc3nc(SCC(=O)Nc4ccccc4)sc3c2)n1C,-13,27,-24,-24,2,21,27,14,7,-6,-1
CSc1nsc(SCC(=O)Nc2ccc(F)cc2)n1,-11,-30,-1,0,-23,1,-19,-12,6,-12,-14
O=C(CNCCc1ccc(F)cc1)Nc1cc(F)ccc1F,13,-1,11,-15,-8,13,8,2,-6,12,11
O=C1OCC(CC2=C(O)C(=O)OC2)=C1O,3,55,-24,-3,-9,-10,-1,13,4,-6,-7
Cc1cccc(N(CC(=O)N2CCN(c3ccccc3F)CC2)S(C)(=O)=O)c1,9,-10,4,-2,2,-8,-24,4,-15,8,-10
COC(=O)[C@]1(C)N[C@H](CN(C)C(=O)C2CCCCC2)[C@@H]2C(=O)N(C)C(=O)[C@@H]21,-1,-20,8,2,-7,1,8,1,-4,-14,13
CC(C)C(NC(=O)C1CCCCC1)C(=O)NC1CCCC(C)C1C (stereo unspecified),-1,15,7,3,8,-26,20,9,-6,.,-4
O=C(c1ccco1)N1CCN(c2ncnc3c2nnn3Cc2ccccc2Cl)CC1,-8,14,2,-9,10,14,11,-24,-2,14,-28
CCc1nn(CC(=O)NCCCN2CCOCC2)c(=O)c2cc3cc(F)ccc3n12,-7,-6,-10,6,4,-18,4,21,-16,-25,-8
CC(NC(=O)CNC(=O)c1ccc2c(c1)OCO2)c1ccc(S(N)(=O)=O)cc1 (stereo unspecified),0,-2,-14,13,-10,19,8,3,-10,1,9
CCOC(=O)/C=C1\Nc2ccccc2SC1=O,2,-11,-15,8,2,12,6,4,-20,8,5
COc1ccc(OC)c(NC(=O)c2ccc(S(=O)(=O)N3CCN(C)CC3)cc2)c1,4,-9,-3,5,4,2,4,6,-4,-1,-8
CCOC(=O)C1CCCN(C(=O)N2CCOCC2)C1 (stereo unspecified),4,-2,-25,15,1,-15,0,-10,-6,-16,13
CCn1nnnc1NCc1ccc(N2CCCC2)cc1,3,-1,-2,-13,-2,-9,-1,2,10,-2,2
CCOC(=O)CC(NC(=O)Cn1nnc(-c2ccccc2F)n1)c1ccccc1Cl (stereo unspecified),17,20,4,4,-3,0,18,4,0,-6,-6
CCOC(=O)N1CCN(C(=O)CSc2nc(-c3cccc(C)c3)ns2)CC1,0,-8,-7,-3,-6,8,-7,9,-4,6,-14
Cc1ccccc1N1C(S)=C(C#N)C(=O)NC12CCCCC2,18,-17,5,-3,-5,-5,-10,-7,-7,5,18
CC(C)Cn1c(Br)nc2c1c(=O)n(CCC#N)c(=O)n2C,-8,7,-12,-6,-1,-2,3,10,12,-12,8
CCOC(OCC)P(=O)(C(C)C)C(C)C,6,0,-5,6,-8,9,8,1,7,-1,10
CC(OC(=O)/C=C/c1cccc(Cl)c1)C(=O)NC1CCCCC1C (stereo unspecified),3,-2,7,3,3,-14,5,-11,8,8,-11
# Next section.
SMILES,SRC3 inh,Shn3 3UTR inh,SRC1 inh,KKLEB tox,LMP1 NFkB inh,TRAIL sens C8,TROY signal inh,TWEAK Fn14 block,CF NFkB block,NR2F2 inh,NR5A2 inv ag
Cc1ccc(Oc2ccc(S(=O)(=O)NCC(C)(C)N3CCOCC3)cc2)cc1,28,12,2,-1,7,-5,7,4,5,15,14
COC(=O)c1cccc(S(=O)(=O)N2CCN(c3nc4ccccc4s3)CC2)c1,-6,7,-3,-16,11,-12,17,-10,12,2,-13
COc1ccccc1CNC(=O)c1ccccc1C(=O)NC(CC(C)C)C(=O)NCc1ccccc1OC (stereo unspecified),1,43,4,-9,-4,5,6,11,9,-5,0
CCCOc1ccc(C2=CSC3=NCCN23)cc1Cl,6,2,12,0,-2,2,3,1,6,8,14
Cc1cn(C2CCCCC2)c(=O)n(-c2ccccc2)c1=O,-15,-4,-16,-12,3,-3,17,16,32,-9,-8
O=C(Nc1ccn(CCCN2CCC(N3CCOCC3)CC2)c(=O)n1)OCc1ccccc1,0,-15,-10,9,5,3,-3,-4,-37,-7,-18

# Single records, from the list above. Order of values: SRC3 inh	Shn3 3UTR inh	SRC1 inh	KKLEB tox	LMP1 NFkB inh	TRAIL sens C8	TROY signal inh	TWEAK Fn14 block	CF NFkB block	NR2F2 inh	NR5A2 inv ag
# Shown for `O=C(Nc1ccn(CCCN2CCC(N3CCOCC3)CC2)c(=O)n1)OCc1ccccc1` = 0	-15	-10	9	5	3	-3	-4	-37	-7	-18
# Shown for `COc1ccccc1CNC(=O)c1ccccc1C(=O)NC(CC(C)C)C(=O)NCc1ccccc1OC` (stereo unspecified) = 1	43	4	-9	-4	5	6	11	9	-5	0

# High-throughput results: PubChem, several laboratories
